Bioassay records from PubChem BioAssay.
PGK inhibitor: T. brucei PGK inhibition; P07378; Potency, µM (top dose mostly 57.5 µM), for the others: top-dose activity change, negative = inhibition, hits mostly inhibitors; PGK/GAPDH coupled, Kinase-Glo luminescence, 60 min; hit rate 0.043% among 380,000; note: potency is the fitted concentration of half-maximal effect; % is set by controls: 0 for no effect and ±100 for the full control effect; nearly all actives have a fitted effect of over 60% in size
Target sequence (P07378 whole entry, looked up): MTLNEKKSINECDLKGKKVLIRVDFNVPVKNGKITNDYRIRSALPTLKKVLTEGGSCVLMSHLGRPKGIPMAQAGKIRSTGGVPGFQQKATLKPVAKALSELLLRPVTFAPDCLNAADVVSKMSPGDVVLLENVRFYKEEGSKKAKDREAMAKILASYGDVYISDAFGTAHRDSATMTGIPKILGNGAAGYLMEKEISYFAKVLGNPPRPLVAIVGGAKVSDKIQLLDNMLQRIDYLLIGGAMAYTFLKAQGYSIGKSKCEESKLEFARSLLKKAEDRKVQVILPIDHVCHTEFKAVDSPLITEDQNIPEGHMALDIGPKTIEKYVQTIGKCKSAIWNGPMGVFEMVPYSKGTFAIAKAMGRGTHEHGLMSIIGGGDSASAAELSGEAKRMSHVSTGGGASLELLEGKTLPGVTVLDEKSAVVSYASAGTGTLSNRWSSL
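Luminescent ATP detection (Kinase-Glo Plus) follows a 60-minute room-temperature incubation, with wells lacking PGK as controls. Buffer: 100 mM TEA (pH 7.6), 5 mM MgCl2, 0.01% Tween-20. Coupling enzyme GAPDH (100 nM final) supplies unstable 1,3-BPG in-well.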
HP1b chromo inh: HP1-beta chromodomain-methylated histone interaction inhibition. AlphaScreen HP1-beta / biotin-H3K9me3 peptide binding. hit rate 0.56% among 390,000. Potency, µM (series often up to 114 µM), for inactives: at the top dose activity change, negative = inhibition, usual class: inhibitors; note: potency is the fitted concentration of half-maximal effect; nearly all actives have a fitted effect of over 70% in size; inactives centre near 23
Target sequence (P83916 whole entry, looked up): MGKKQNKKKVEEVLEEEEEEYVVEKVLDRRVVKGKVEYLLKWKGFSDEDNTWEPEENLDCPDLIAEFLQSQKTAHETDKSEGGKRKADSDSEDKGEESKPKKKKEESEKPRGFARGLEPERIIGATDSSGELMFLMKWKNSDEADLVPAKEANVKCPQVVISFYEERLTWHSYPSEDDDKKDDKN
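AlphaScreen: HP1-beta (50 nM) preformed 30 min with biotin-H3(1-18)K9me3 peptide (50 nM) in PBS pH 7.4, 0.01% Tween-20. Compound added for 30 min at RT, then streptavidin donor/nickel chelate acceptor beads (10 ug/mL) for 30 min.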
USP1 inh: inhibitors of human USP1/UAF1 deubiquitinase; O94782; recombinant USP1/UAF1, Ub-Rhodamine cleavage fluorescence; Potency, µM (top dose mostly 57.1 µM), for inactives: at the highest dose activity change, negative = inhibition, usual class: inhibitors; hit rate 0.23% among 390,000; AID 743255; note: potency is the fitted concentration of half-maximal effect; % is set by controls: 0 for no effect and ±100 for the full control effect; nearly all actives have a fitted effect of over 60% in size; inactives centre near -12
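USP1/UAF1 complex (1 nM) preincubated 15 min at room temperature with compound, then Ub-Rho substrate (150 nM final) added. Kinetic fluorescence at 480/540 nm over 6 reads at 60 s intervals; 50 mM HEPES pH 7.8, 0.5 mM EDTA, 0.1 mg/ml BSA, 1 mM TCEP, 0.01% Tween-20.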
GLS inh: inhibitors of human glutaminase (GLS); O94925; GLS enzymatic activity, qHTS titration; Potency, µM (titrated, usually from 45.5 µM), for the others: at the top dose activity change, negative = inhibition, most hits filed as inhibitors; hit rate 0.21% among 410,000; note: potency is the fitted concentration of half-maximal effect; % is set by controls: 0 for no effect and ±100 for the full control effect
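Human kidney-isoform GLS in 45 mM KH2PO4 pH 8.2, 0.02% Tween-20, with compound, started with 1mM L-Glutamine (added stock). Glutamate oxidase/HRP/Amplex red coupled fluorescence read at start and after 30 min at RT.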
Pin1 inhibitor: inhibitors of human Pin1; Q13526; Pin1 FP peptide displacement, HiFluor488, 10 min; Potency, µM (doses to about 115 µM), inactives show at the highest dose activity, negative = inhibition, hits mostly inhibitors; hit rate 0.009% among 390,000; active = well fitted inhibition curve with a large enough effect in the polarisation, with a control signal flat, not every such curve was filed as active; inconclusive = small, poorly fitted or top-dose-only effect, or effect the other way, or a change in a side signal; inactive = no such curve, though single readings can be large or run the other way; the % refers to the polarisation; note: potency is the fitted concentration of half-maximal effect; % is set by controls: 0 for no effect and ±100 for the full control effect
Target sequence (Q13526 whole entry, looked up): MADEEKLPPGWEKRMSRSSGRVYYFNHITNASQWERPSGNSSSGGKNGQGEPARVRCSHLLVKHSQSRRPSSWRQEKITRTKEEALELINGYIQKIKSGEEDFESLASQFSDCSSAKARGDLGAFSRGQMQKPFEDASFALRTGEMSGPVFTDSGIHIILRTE
TrxR1 inh: rat TrxR1 inhibition; O89049; hit rate 1% among 390,000; AID 588453; recombinant rTrxR1, NADPH fluorescence consumption, selenite substrate; Potency, µM (titrated, usually from 114 µM), without a hit: at the highest dose activity change, negative = inhibition, hits mostly inhibitors; note: potency is the fitted concentration of half-maximal effect; % is set by controls: 0 for no effect and ±100 for the full control effect; nearly all actives have a fitted effect of over 65% in size
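Rat TrxR1 (90 nM in the dispensed reagent) was pre-reduced with 400 uM NADPH for 5 min at room temperature, then incubated with compound for 15 min. After 400 uM selenite was added, NADPH fluorescence (Ex 340/Em 450 nm) was followed for 8 min.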
TrxR1 substrate: is turned over as a substrate by rat TrxR1; hit rate 0.01% among 390,000; AID 588456; O89049; purified TrxR1 substrate turnover, NADPH consumption readout; Potency, µM (titrated, usually from 114 µM), inactives show at the highest dose activity change, negative = substrate turnover; note: potency is the fitted concentration of half-maximal effect; % is set by controls: 0 for no effect and ±100 for the full control effect; nearly all actives have a fitted effect of over 50% in size
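Rat TrxR1, dispensed at 90 nM, was prereduced with 400 uM NADPH (final) for 5 min at ~22 deg C, then incubated with compound 15 min before 400 uM selenite. A first-read NADPH fluorescence drop versus no-compound background flagged substrates.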
PI4K2A block: inhibitors of human PI4K2A. Q9BTU6. purified PI4K2A, ADP-Glo luminescence, 1 h; hits give low values. activity change, negative = inhibition, % at 76.9 µM. hit rate 0.13% among 420,000. AID 1346378; in the data active = activity change below about -50%; inconclusive = mostly about -30% to -49%;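 note: -100% = wells without enzyme as full effect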
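PI4K2A activity was measured by ADP-Glo luminescence: enzyme (4 ug/mL stock) and phosphatidylinositol (1.2 mM stock) in Tris pH 7.5/MgCl2/EGTA/Triton X-100 buffer were reacted with ATP (300 microM stock) for one hour at ambient temperature.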
IDH1 R132H inh: inhibitors of human mutant IDH1 R132H; O75874; IDH1-R132H enzyme, NADPH consumption, diaphorase/resazurin fluorescence; Potency, µM (titrated, usually from 76.6 µM), for the others: top-dose activity change, negative = inhibition, actives largely listed as inhibitors; hit rate 0.093% among 390,000; AID 602179; note: potency is the fitted concentration of half-maximal effect; % is set by controls: 0 for no effect and ±100 for the full control effect; nearly all actives have a fitted effect of over 65% in size
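IDH1-R132H (0.5 ug/mL dispensed) in pH 7.5 Tris buffer was preincubated 30 min with compound, then given a substrate mix of 0.016 mM NADPH and 2 mM alpha-KG for 80 min at room temperature; remaining NADPH was read by diaphorase/resazurin fluorescence.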
Active calls of the source: *; i = inactive; ? = inconclusive; . = no result given; & = joins results of further samples; [ ] = remark or other dose. Unless noted, calls come from the whole dose curve; as a rule, active = well fitted curve in the direction sought with a large enough effect; inconclusive = small, poorly fitted or top-dose-only effect, or another doubt; inactive = no such curve, though single readings can be large; an effect the other way counts as inactive or inconclusive. The list is partial. The share of hits here may be higher or lower than overall.

nr | PGK inhibitor | HP1b chromo inh | USP1 inh | GLS inh | Pin1 inhibitor | TrxR1 inh | TrxR1 substrate | PI4K2A block | SMILES | IDH1 R132H inh
1 | 5% | 44%[activator] | -30% | 2% | 0% | -2% | -5% | 2 | CCC(=O)N1CCc2cc(S(=O)(=O)CCC(=O)Nc3ccc(Cl)c(C(F)(F)F)c3)ccc21 | -2%
2 | -9% | 39% | -13% | 14% | 196%[activator] | 0% | 2% | -1 | COc1ccccc1-n1cnc2c(c1=O)c1nc3ccccc3nc1n2-c1ccc(C)c(C)c1 | 2%
3 | -3% | 18% | -10% | -2% | 0% | -4% | -1% | -8 | COc1ccc(CCN(C)C(=O)CCCN2C(=O)c3cccc4cccc(c34)C2=O)cc1OC | 9%
4 | -5% | 66%[activator] | -21% | 1% | 3% | 29% | 5% | -2 | COc1cc(C(=O)N2CCN(S(=O)(=O)c3ccc(Cl)cc3)CC2)ccc1OCC(=O)N1CCOCC1 | 1%
5 | i | 27% | -19% | 10% | -1% | 29% | 8% | -1 | Cc1ccc(C(=O)NNc2cc(=O)n(C)c(=O)n2C)cc1C | 2%
6 | -5% | 31% | -2% | 7% | 11% | -3% | -10% | 7 | COc1cc(S(=O)(=O)N2CCCC3(CCCCC3)C2)ccc1-n1cnnn1 | 10%
7 | -2% | 20% | -20% | 1% | -9% | 27%[57.1 µM] | 11%[57.1 µM] | -2 | COC(=O)c1ccc(NC(=O)C2CC3CCC2C3)cc1 (configuration not stated) | 3%
8 | . | 60%[activator] | -27% | -10% | -1% | 11% | -8% | 2 | COC(=O)c1ccc(NC(=O)CN(c2cccc(C(F)(F)F)c2)S(C)(=O)=O)cc1 | .
9 | -1% | 33% | -15% | -9% | -2% | 1.6µM* | 10%[57.1 µM] | -14 | Cc1cc(Sc2nc(N)ncc2[N+](=O)[O-])ncn1 | 11%
10 | -3% | 8% | -10% | -4% | -16% | 1% | -5% | 0 | CCN(CC)S(=O)(=O)c1cc(NC(=O)c2cccc(N3C(=O)CCC3=O)c2)ccc1Cl | 1%

Exported with one line to a screen: entries from further up.
2	COc1ccccc1-n1cnc2c(c1=O)c1nc3ccccc3nc1n2-c1ccc(C)c(C)c1
3	COc1ccc(CCN(C)C(=O)CCCN2C(=O)c3cccc4cccc(c34)C2=O)cc1OC
4	COc1cc(C(=O)N2CCN(S(=O)(=O)c3ccc(Cl)cc3)CC2)ccc1OCC(=O)N1CCOCC1
5	Cc1ccc(C(=O)NNc2cc(=O)n(C)c(=O)n2C)cc1C
6	COc1cc(S(=O)(=O)N2CCCC3(CCCCC3)C2)ccc1-n1cnnn1
7	COC(=O)c1ccc(NC(=O)C2CC3CCC2C3)cc1 (configuration not stated)
8	COC(=O)c1ccc(NC(=O)CN(c2cccc(C(F)(F)F)c2)S(C)(=O)=O)cc1
9	Cc1cc(Sc2nc(N)ncc2[N+](=O)[O-])ncn1
10	CCN(CC)S(=O)(=O)c1cc(NC(=O)c2cccc(N3C(=O)CCC3=O)c2)ccc1Cl
Screen / compound no.	2	3	4	5	6	7	8	9	10
PGK inhibitor	-9%	-3%	-5%	i	-5%	-2%	.	-1%	-3%
HP1b chromo inh	39%	18%	66%[activator]	27%	31%	20%	60%[activator]	33%	8%
USP1 inh	-13%	-10%	-21%	-19%	-2%	-20%	-27%	-15%	-10%
GLS inh	14%	-2%	1%	10%	7%	1%	-10%	-9%	-4%
Pin1 inhibitor	196%[activator]	0%	3%	-1%	11%	-9%	-1%	-2%	-16%
TrxR1 inh	0%	-4%	29%	29%	-3%	27%[57.1 µM]	11%	1.6µM*	1%
TrxR1 substrate	2%	-1%	5%	8%	-10%	11%[57.1 µM]	-8%	10%[57.1 µM]	-5%
PI4K2A block	-1	-8	-2	-1	7	-2	2	-14	0
IDH1 R132H inh	2%	9%	1%	2%	10%	3%	.	11%	1%

Next records:
nr | PGK inhibitor | HP1b chromo inh | USP1 inh | GLS inh | Pin1 inhibitor | TrxR1 inh | TrxR1 substrate | PI4K2A block | SMILES | IDH1 R132H inh
11 | -10% | -17%&14% | -24% | 21% | 0%&4% | 19%&-12% | 2%&-11% | 3 | COc1cc(O)c(C(CCN2CCOCC2)c2ccc3c(c2)OCO3)c(OC)c1 (configuration not stated) | -5%[38.3 µM]
12 | -5% | 23% | -17% | -2% | -4% | -10% | -5% | 1 | CC(OC(=O)CN1C(=O)NC2(CCCC2)C1=O)C(=O)Nc1cccc(Cl)c1 (configuration not stated) | 6%
13 | -9% | 11% | 1% | 19% | 5% | -2% | -12% | -5 | O=C(/C=C/Nc1ccc(F)cc1)c1ccc(Oc2ncccn2)cc1 | 4%
14 | 4% | 33% | 5% | 6% | -5% | -3% | -11% | 0 | CSC(=NC(C)c1ccccc1)NS(=O)(=O)c1cccs1 (configuration not stated) | 10%
15 | 2% | 0% | -16% | 5% | 1% | -15%[57.1 µM] | 9%[57.1 µM] | 11 | CCN(CC)CCNC(=O)C(Cl)=C1C(Cl)=C(Cl)C(Cl)=C1Cl | 6%
16 | 2% | 37% | -16% | -2% | 4% | 13% | 4% | 3 | COc1ccccc1C(=O)NCCCNc1ccc([N+](=O)[O-])cc1 | 5%
17 | -1% | 42%[activator] | -25% | -8% | 0% | 15% | 10% | 2 | COCc1ccc(-c2c(-c3ccccc3OC)sc3cc4c(cc23)OCO4)cc1 | 2%
18 | 1% | 28% | -14% | 0% | ? | 0% | -11% | -1 | CN(CC(=O)Nc1cccc(C(F)(F)F)c1)S(=O)(=O)c1cccs1 | 3%
19 | -4% | . | -10% | -1% | . | . | . | -4 | O=C(CN(c1ccccc1Cl)S(=O)(=O)c1ccccc1)NC1CC2CCC1C2 (configuration not stated) | 1%
20 | -7% | 38% | -4% | 0% | -8% | 2% | -10% | -1 | O=C(COc1ccc(S(=O)(=O)N2CCOCC2)cc1)NCC1CCCO1 (configuration not stated) | 1%
21 | -16% | 18%[57 µM] | -15% | 0% | 13% | -18% | -1% | -8 | Cc1cc(=O)oc2cc(OCC(=O)Nc3nccs3)ccc12 | 1%
22 | -2% | 32% | -14% | 1% | 3% | 9% | 0% | -2 | Cc1nn(Cc2ccc(C(=O)N3N=C(C(F)F)CC3(O)C(F)F)o2)c(C)c1[N+](=O)[O-] (configuration not stated) | -1%
23 | -1% | 16% | -23% | 5% | 1% | 12%[57.1 µM] | 10%[57.1 µM] | -1 | Cc1nc(-c2cccc(S(=O)(=O)N3CCC(C)CC3)c2)cs1 | 4%
24 | -5% | 18% | -10% | -5% | 3% | 46%[activator][57.1 µM] | 25%[57.1 µM] | 4 | Cc1c(C(=O)Nc2ccccc2Cl)oc2ccc(S(=O)(=O)N3CCC4(CC3)OCCO4)cc12 | 3%
25 | 2% | 32% | 1% | -1% | -1% | 11% | -4% | -6 | Cn1c(=O)n(CCC(=O)O)c2ccccc21 | 6%
26 | -1% | 0% | -6% | 26% | 4% | 2% | 18% | 1 | Cc1[nH]c2ccccc2c1-c1nc2ccccc2[nH]1 | 2%
27 | 5% | 38% | -10% | 0% | 7% | 11%[57.1 µM] | 6%[57.1 µM] | 3 | O=C(CSc1nc2c(c(=O)n1-c1ccc(Cl)cc1)SCC2)N1CCCC1 | 3%
28 | -7% | 33% | -27% | 0% | -6% | 22% | 9% | -2 | CCCn1nnc(NC(=O)C(C)C)n1 | 1%
29 | 2% | -10% | -16% | 3% | -1% | 17%[57.1 µM] | 1%[57.1 µM] | -6 | c1ccc(-c2nc(N3CCN(c4ccccc4)CC3)nc(-n3ccnc3)n2)cc1 | -1%
30 | i | 54%[activator] | ? | 1% | 4% | 2% | 5% | 0 | O=C1Nc2c(Br)cccc2C1=O | 9%
31 | 2% | 25% | -16% | 10% | -2% | 3%[57.1 µM] | 10%[57.1 µM] | 4 | O=C(NC(=S)NCC1CCCO1)c1ccc(Cl)cc1 (configuration not stated) | 1%
32 | . | -8% | -16% | -2% | 1% | -9% | 14% | 7 | O=C(NCCn1cccc1)c1cccc2ccccc12 | -1%
33 | 7% | 18% | -7% | 5% | 3% | 16%[11.4 µM] | 9%[11.4 µM] | 0 | CCn1cc(S(=O)(=O)c2ccc(C)cc2)[nH]c1=O | 3%
34 | -9% | 14% | -18% | 49%[activator] | -5% | 15% | -6% | 5 | COc1ccc(C)cc1Nc1nc(C)nc2sc(C)cc12 | -1%
35 | 4% | 9% | -14% | -8% | -5% | 2%[57.1 µM] | 6%[57.1 µM] | -5 | CC(C)CCN1C(=O)c2ccc(C(=O)NCc3ccco3)cc2C1=O | 4%
36 | -4% | 12% | -3% | 6% | 2% | -17% | -17% | 1 | COc1ccc(CCC(=O)Nc2sc(C(=O)N(C)C)c(C)c2C#N)cc1 | 4%
